TrxR1 substrate – qHTS Assay for Substrates of Mammalian Selenoprotein Thioredoxin Reductase 1 (TrxR1): qHTS. Thioredoxin reductase 1, cytoplasmic (Rattus norvegicus), O89049. purified TrxR1 substrate turnover, NADPH consumption readout. Potency, µM (highest dose often 114 µM), for the others: at the top dose activity change, negative = substrate turnover. 0.01% of 390,000 active; also: % is scaled to controls: 0 for no effect and ±100 for the full control effect; nearly all actives have a fitted effect of over 50% in size
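Rat TrxR1, dispensed at 90 nM, was prereduced with 400 uM NADPH (final) for 5 min at ~22 deg C, then incubated with compound 15 min before 400 uM selenite. A first-read NADPH fluorescence drop versus no-compound background flagged substrates.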
ALOX12 inh – Primary qHTS assay for inhibitors of human arachidonate 12S-lipoxygenase (ALOX12): Round 2; Polyunsaturated fatty acid lipoxygenase ALOX12 (Homo sapiens), P18054; purified 12hLO, xylenol orange hydroperoxide absorbance; Potency, µM (series often up to 108 µM), without a hit: top-dose activity change, negative = inhibition, usual class: inhibitors; 1.1% of 580,000 active; also: % is scaled to controls: 0 for no effect and ±100 for the full control effect
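Hydroperoxide product was detected by ferrous iron/xylenol orange as the 573 to 405 nm absorbance ratio. Arachidonic acid at 40 uM (final) was turned over for 30 min at room temperature by 150 nM human 12hLO, pH 7.0 Hepes buffer, after 15 min compound preincubation.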
Vif-A3F inh – qHTS for Inhibitors of Vif-A3F Interactions: qHTS | HeLa A3F-eYFP + Vif (tagged APOBEC3F with the HIV-1 protein that degrades it), YFP fluorescence increase | Potency, µM (top dose mostly 46.1 µM), for inactives: at the highest dose activity, negative = active | 0.2% of 390,000 active; also: % of control where 0% means no effect; nearly all actives have a fitted effect of over 65% in size
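HeLa cells stably expressing A3F-eYFP plus Vif, plated and incubated overnight at 37 deg C, then exposed to compounds overnight at 37 deg C. Blocked degradation read as raised yellow fluorescence (Ex 488/Em 500-530).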
RXFP1 ag – qHTS Assay for Agonists of the Relaxin Receptor RXFP1; 0.3% of 370,000 active; HEK293T-RXFP1 cAMP TR-FRET, 30 min; response scale: percent of porcine relaxin response, buffer zero; Potency, µM (doses to about 57.5 µM), without a hit: top-dose activation, usual class: activators; also: % is scaled to controls: 0 for no effect and ±100 for the full control effect; nearly all actives have a fitted effect of over 60% in size; many of its hits are not listed in these tables
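Agonist response is measured as cAMP accumulation in an RXFP1-transfected HEK293T line under PDE4 inhibition. Values are scaled between buffer-only and 29 nM porcine relaxin, and EC50s come from standard Hill equation fits.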
rTrxR1 inhibitor – qHTS Assay for Inhibitors of Mammalian Selenoprotein Thioredoxin Reductase 1 (TrxR1): qHTS; 1% of 390,000 active; Potency, µM (titrated, usually from 114 µM), for the others: top-dose activity change, negative = inhibition, most hits filed as inhibitors; recombinant rTrxR1, NADPH fluorescence consumption, selenite substrate; also: % is scaled to controls: 0 for no effect and ±100 for the full control effect; nearly all actives have a fitted effect of over 65% in size
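Rat TrxR1 (90 nM in the dispensed reagent) was pre-reduced with 400 uM NADPH for 5 min at room temperature, then incubated with compound for 15 min. After 400 uM selenite was added, NADPH fluorescence (Ex 340/Em 450 nm) was followed for 8 min.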
Vif-APOBEC3G blk – qHTS for Inhibitors of Vif-A3G Interactions: qHTS; DNA dC->dU-editing enzyme APOBEC-3G (Homo sapiens), Q9HC16; HeLa A3G-eYFP + Vif (tagged APOBEC3G with the HIV-1 protein that degrades it), YFP fluorescence, overnight; Potency, µM (series often up to 46.1 µM), for the others: top-dose activity, negative = active, most hits filed as inhibitors; 0.076% of 410,000 active; AID 602310, 2012;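 also: % is scaled to controls: 0 for no effect and ±100 for the full control effect; nearly all actives have a fitted effect of over 60% in size; hits raise eYFP signal because A3G escapes Vif-driven loss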
Target sequence (Q9HC16 whole entry, looked up): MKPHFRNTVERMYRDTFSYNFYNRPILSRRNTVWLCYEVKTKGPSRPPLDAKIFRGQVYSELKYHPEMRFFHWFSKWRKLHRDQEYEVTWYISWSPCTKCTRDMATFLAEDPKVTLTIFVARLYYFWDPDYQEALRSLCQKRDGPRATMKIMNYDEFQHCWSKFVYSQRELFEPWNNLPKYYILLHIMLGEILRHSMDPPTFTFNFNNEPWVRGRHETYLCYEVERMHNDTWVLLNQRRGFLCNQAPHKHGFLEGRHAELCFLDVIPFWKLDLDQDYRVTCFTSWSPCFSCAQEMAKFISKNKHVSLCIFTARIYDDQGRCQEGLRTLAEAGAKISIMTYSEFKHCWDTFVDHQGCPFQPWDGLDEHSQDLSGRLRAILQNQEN
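Read-out is eYFP fluorescence (Ex 488/Em 500-530) from Vif-expressing HeLa A3G-eYFP cells; more signal means A3G escaped Vif-mediated degradation. Cells plated overnight, compound pinned in, incubated overnight at 37 deg C.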
USP1 inh – Inhibitors of USP1/UAF1: Primary Screen; 0.23% of 390,000 active; Potency, µM (titrated, usually from 57.1 µM), for inactives: at the top dose activity change, negative = inhibition, actives largely listed as inhibitors; AID 743255, 2014; recombinant USP1/UAF1, Ub-Rhodamine cleavage fluorescence; also: % is scaled to controls: 0 for no effect and ±100 for the full control effect; nearly all actives have a fitted effect of over 60% in size; inactives centre near -12
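Step one: compound is pinned into 1nM USP1/UAF1 in HEPES pH 7.8 buffer with TCEP. Step two: 15 min room-temperature incubation. Step three: Ub-Rho (150nM final) starts cleavage, tracked by fluorescence over six one-minute reads.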
mIDH1 inhibitor – qHTS for Inhibitors of mutant isocitrate dehydrogenase 1 (IDH1): qHTS; Isocitrate dehydrogenase [NADP] cytoplasmic (Homo sapiens), O75874; IDH1-R132H enzyme, NADPH consumption, diaphorase/resazurin fluorescence; Potency, µM (titrated, usually from 76.6 µM), without a hit: at the top dose activity change, negative = inhibition, most hits filed as inhibitors; 0.093% of 390,000 active; AID 602179, 2012; also: % is scaled to controls: 0 for no effect and ±100 for the full control effect; nearly all actives have a fitted effect of over 65% in size
Target sequence (O75874 whole entry R132H, stated change not applied): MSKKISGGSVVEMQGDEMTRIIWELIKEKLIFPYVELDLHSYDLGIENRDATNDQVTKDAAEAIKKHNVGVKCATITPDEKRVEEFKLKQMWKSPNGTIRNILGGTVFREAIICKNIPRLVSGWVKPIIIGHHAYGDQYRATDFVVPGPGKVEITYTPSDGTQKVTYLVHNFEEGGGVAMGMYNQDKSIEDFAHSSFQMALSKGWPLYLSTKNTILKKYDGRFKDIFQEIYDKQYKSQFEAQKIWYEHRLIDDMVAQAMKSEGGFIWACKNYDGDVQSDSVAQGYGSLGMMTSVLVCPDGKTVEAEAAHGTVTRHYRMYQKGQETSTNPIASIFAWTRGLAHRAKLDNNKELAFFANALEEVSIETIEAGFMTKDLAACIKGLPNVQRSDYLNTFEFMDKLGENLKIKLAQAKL
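IDH1-R132H (0.5 ug/mL) preincubated 30 min with compound, then NADPH (0.016 mM) and alpha-KG (2 mM) added; 80 min at RT, pH 7.5. Remaining NADPH coupled via diaphorase/resazurin to fluorescence (540/590 nm); concentration-response curves normalized to no-enzyme control.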
RGS4 inh – Inhibitors of Regulator of G Protein Signaling (RGS) 4: qHTS | Potency, µM (top dose mostly 114 µM), without a hit: top-dose activity change, negative = inhibition, usual class: inhibitors | AID 504845, 2011 | 0.039% of 390,000 active | Transcreener GDP fluorescence polarization, RGS4-accelerated GTP hydrolysis | Regulator of G-protein signaling 4 (Homo sapiens), P49798; also: % is scaled to controls: 0 for no effect and ±100 for the full control effect; nearly all actives have a fitted effect of over 75% in size; some results filed as inactive show a strong effect at the top dose
Target sequence (P49798 whole entry, looked up): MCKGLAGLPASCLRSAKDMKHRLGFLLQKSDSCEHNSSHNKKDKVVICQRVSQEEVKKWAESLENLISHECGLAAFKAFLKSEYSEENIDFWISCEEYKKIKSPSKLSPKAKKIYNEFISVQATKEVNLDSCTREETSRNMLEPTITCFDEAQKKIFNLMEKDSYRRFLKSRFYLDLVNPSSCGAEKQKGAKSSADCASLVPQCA
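MLSMR compounds (23 nl, pin-transferred) preincubated 10 min at room temperature with a 500nM (2x) first reagent, then RGS4 at 900nM (2x) plus Transcreener GDP mix added; fluorescence polarization (620/688 nm) read before and after 90 min at 30 °C.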
The depositor's hits bear a star; ? = inconclusive; . = no result given; & = joins results of further samples; [ ] = remark or other dose. Calls follow the shape of the dose curve; as a rule, active = well fitted curve in the direction sought with a large enough effect; inconclusive = small, poorly fitted or top-dose-only effect, or another doubt; inactive = no such curve, though single readings can be large; an effect the other way counts as inactive or inconclusive. Potency is read from the fitted curve at half-maximal effect. The list is partial, so the mix of outcomes need not match the whole.

Every second line gives: TrxR1 substrate | ALOX12 inh | Vif-A3F inh | RXFP1 ag | rTrxR1 inhibitor | Vif-APOBEC3G blk | USP1 inh | mIDH1 inhibitor | RGS4 inh
COc1cccc(-c2nnc(SCC(=O)OC(C)C)n2N)c1
→ 5% | ? | -3% | 0.0% | 12% | 0% | -11% | 0% | -2%
CN(C)C(=S)c1ccc2ccccc2n1
→ 1% | ? | -6% | 0.2% | 9% | -5% | -20% | 2% | 19%
O=C1[C@@H]2[C@@H]3C[C@@H]([C@H]4ON=C(c5ccc(OCc6ccccc6)cc5)[C@@H]34)[C@@H]2C(=O)N1c1ccc2c(c1)OCO2
→ 0% | 0% | 0% | -0.5% | 12% | 0% | -3% | 1% | 14%
Cn1ccnc1SCC(=O)Nc1cccc([N+](=O)[O-])c1
→ -5%[57.1 µM] | 0% | -10% | -1.8% | 19%[57.1 µM] | -4% | -2% | 3% | -31%
CCC(=O)n1nc(-c2ccco2)nc1N
→ -3% | 369%[activator] | 9% | -0.1% | -3% | 2% | -17% | 4% | -13%
Cc1nc(Cl)sc1C(=O)Nc1ccc(C(F)(F)F)cc1
→ -11% | 40%[activator] | -4% | 4.0% | 2% | 0% | -15% | 0% | 11%
COc1ccc(NC(=O)c2ccc(-n3c(C)ccc3C)cc2)c(OC)c1
→ 6%[57.1 µM] | 0% | 0% | -1.5% | -10%[57.1 µM] | -5% | -26% | -2% | -11%
O=C(O)CCN=Cc1c(O)c2ccccc2oc1=O
→ 0%[57.1 µM] | 16% | 3% | 5.3% | 14%[57.1 µM] | 3% | -24% | 9% | -20%
CCOc1ccc(OCCCC(=O)N2CCN(S(=O)(=O)c3ccc(Cl)cc3)CC2)cc1
→ 2% | 45µM* | -8% | 0.9% | 4% | -1% | -11% | 4% | -12%
CCOc1ccc(CN(C)Cc2cc(=O)oc3c(C)c(C)ccc23)cc1OC
→ -4% | -1% | 2% | . | 3% | -3% | -29% | 4% | -26%
O=C(COC(=O)c1ccccc1C(=O)OCC(=O)NCCc1c[nH]c2ccccc12)NCCc1c[nH]c2ccccc12
→ 3%[57.1 µM] | -1% | 5% | 0.1% | 21%[57.1 µM] | -5% | -26% | 7% | -1%
Cc1ccccc1N1CCN(CC(=O)Nc2ccccc2C(=O)NC2CC2)CC1
→ 4% | -1% | 5% | -0.4% | 22% | 4% | -14% | -4% | 2%
O=C(C1CCCN(S(=O)(=O)c2cccc3nonc23)C1)N1CCN(c2cccc(Cl)c2)CC1 (stereo not given)
→ 2%&7% | -19%&-26% | -9%&0% | -0.8%&-0.2% | 13%&25% | 1%&0% | -23%&-10% | 16%&-5% | -19%&-9%
O=C(Nc1nc(-c2ccco2)c(-c2ccco2)s1)C1CC(=O)N(c2ccc3c(c2)OCCO3)C1 (stereo not given)
→ 0% | ? | 4% | 0.3% | ? | -6% | -25% | 5% | -110%
Cc1noc(C)c1COc1ccc(C(=O)OCC(=O)N2CC3(C)CC2CC(C)(C)C3)cc1 (stereo not given)
→ -7% | 6% | -7% | 0.1% | 7% | 2% | -14% | 6% | -2%
COc1ccc(NC(=O)CSc2ccc(C)cc2)cc1
→ 0% | 0% | -2% | 0.5% | -10% | 1% | -2% | 6% | -32%
CCN(CCCn1c(=S)[nH]c2ccc(N3CCOCC3)cc2c1=O)c1ccccc1
→ 13%[57.1 µM] | -3% | ? | 19% | 26%[57.1 µM] | ? | -22% | -4% | 3%
Cc1ccc(S(=O)(=O)NNC(=O)c2ccccc2O)cc1
→ -8% | -17% | -12% | -0.9% | -8% | -1% | -2% | 2% | 12%
CC(C)(C)C1CCC(OC(=O)CCC(=O)Nc2ccccc2)CC1 (stereo not given)
→ -13% | -5% | -19% | 1.6% | 1% | 1% | -27% | 4% | -13%
NCC(O)CN1CCN(Cc2ccccc2)CC1 (stereo not given)
→ -2% | -20% | -1% | -0.3% | 9% | 2% | -12% | 0% | 10%[56.9 µM]
CCn1c(SCC(=O)OC)nnc1-c1ccccc1
→ 7%[57.1 µM] | 1% | 3% | 0.3% | 16%[57.1 µM] | -1% | ? | 0% | ?
CC(C)Oc1ccc(C(=O)N2CC(=O)Nc3ccc(F)cc3C2c2ccc(F)cc2)cc1 (stereo not given)
→ -4% | 7% | -7% | -5.0% | 9% | -2% | ? | 1% | -5%
Cc1c(C)n(Cc2ccccc2)c2ccc(C(=O)NCc3ccc(OC(C)C)cc3)cc12
→ -1%[57.1 µM] | -21% | -4% | -3.1% | 14%[57.1 µM] | 8% | ? | -11% | 4%
Cc1ccc(C)c(NC(=O)CCC(=O)NNC(=O)C(c2ccccc2)c2ccccc2)c1
→ 2%[57.1 µM] | 23% | 4% | 2.2% | 9%[57.1 µM] | 0% | -16% | -1% | -3%
CN1CCC(=O)N(C(CSc2ccc(Br)cc2)Cc2ccccc2)CC1 (stereo not given)
→ -10% | . | . | . | 6% | 1% | . | . | -2%
CCC(C)c1ccc(NC(=S)NC2CCN(Cc3ccccc3)CC2)cc1 (stereo not given)
→ -9% | ? | -28% | -0.2% | -12% | -16% | -24% | 5% | -22%
CC(C)Oc1ccc(C(=O)Nc2ccc3oc(-c4ccncc4)nc3c2)cc1
→ 36%[activator] | ? | 2% | -2.9% | 25% | 2% | -6% | -2% | 1%
C/C(=N\NC(=O)c1ccccc1C)c1ccc(N2CCOCC2)cc1
→ -7% | 0% | -3% | -0.6% | 4% | 0% | -5% | 8% | ?
O=C(Nc1ccc2c3c(cccc13)CC2)c1ccco1
→ 2% | ? | . | -0.7% | ? | -25% | 1% | 2% | -36%
O=C(Cc1ccc(F)cc1)NCCc1csc2nc(-c3ccc(Cl)cc3)nn12
→ -2%[57.1 µM] | 1% | 4% | -1.3% | -4%[57.1 µM] | -4% | -18% | 1% | 6%
N#CC1=C(N)C(C#N)(C#N)C2(C(=O)Nc3ccccc32)C2CCCC=C12 (stereo not given)
→ -7% | ? | -6% | 0.3% | 56µM* | -8% | -15% | 5% | -13%
O=C(c1ccccc1)N1CCN(c2nc3ccc([N+](=O)[O-])cc3s2)CC1
→ -1% | -1% | -5% | -0.1% | 19% | 2% | -17% | 12% | -12%
CC(C)=NNc1nc(-c2ccc([N+](=O)[O-])cc2)cs1
→ 8%[57.1 µM] | -6% | 8% | 2.0% | -38% | -5% | -12% | 12% | 1%
O=C(N/N=C/c1ccc(N2CCOCC2)cc1)c1ccncc1
→ -13% | 1% | 0% | -0.1% | ? | -1% | -14% | 1% | -51%
CC(=O)NC(CC(=O)N1CCCC1)c1ccccc1 (stereo not given)
→ 3% | 2% | 3% | . | 5% | 0% | -21% | -8% | -5%
Clc1ccc2nc(CSc3nncn3-c3ccccc3)cn2c1
→ 7% | 4% | -2% | 2.0% | 5% | -2% | 4% | 1% | 22%
CCOc1ccc(NC(=O)CSc2nnc(-c3cc(C)[nH]n3)n2N)cc1
→ -3% | -7% | 1% | -0.3% | 17% | 0% | -24% | -15% | 2%
CCOc1ccc(Nc2nc(Cc3nnc(SCC(=O)c4ccc(C)cc4)o3)cs2)cc1
→ 1%[57.1 µM] | 4% | 5% | 0.0% | 21%[57.1 µM] | 1% | -13% | -2% | -6%
Cc1ccc(CN=c2c([N+](=O)[O-])nn(-c3ccc4c(c3)OCCO4)n2O)cc1
→ -11% | -1% | -10% | -6.0% | -15% | -13% | -6% | 0% | 2%
CC(C)(C)c1ccc2c(c1)OC(C(=O)N/N=C/c1ccc([N+](=O)[O-])o1)CO2 (stereo not given)
→ -8% | 129%[activator] | ? | -2.8% | ? | ? | -18% | -21% | 17%
COCCNS(=O)(=O)c1ccc2c(c1)C(=NO)c1cc(S(=O)(=O)NCCOC)ccc1-2
→ 18% | 1% | 3% | 0.9% | 10% | 1% | -6% | -3% | 24%
COc1ccc(Cl)cc1C(=O)NNC(=O)c1cccc([N+](=O)[O-])c1
→ -2% | -1% | 14% | 0.7% | 20% | 0% | -4% | -1% | 12%
CC1CCN(S(=O)(=O)c2ccc3c(c2)c(=O)c(C(=O)NCc2cccs2)cn3C)CC1
→ -3% | 1% | -7% | 14% | -3% | 2% | -21% | 4% | -1%
CCC(C)NC(=O)CSc1nc2cc3c(cc2c(=O)n1CCCCCC(=O)NCc1ccc(OC)cc1)OCO3 (stereo not given)
→ 4%[57.1 µM] | 4% | 4% | 3.7% | 20%[57.1 µM] | -2% | -18% | 16% | -2%
COc1ccccc1N1CCN(C(=O)CCCNC(=O)Cn2cnc3sc(C)c(C)c3c2=O)CC1
→ 14%[57.1 µM] | -23% | -3% | 2.5% | 23%[57.1 µM] | 0% | -19% | 3% | -10%
